# USP28 inh: human USP28 deubiquitinase inhibition | purified USP28, Ub-rhodamine cleavage fluorescence, 30 min | inhibition, % at 25 µM | hit rate 3% among 47,000
# Target sequence (Q96RU2 whole entry, looked up): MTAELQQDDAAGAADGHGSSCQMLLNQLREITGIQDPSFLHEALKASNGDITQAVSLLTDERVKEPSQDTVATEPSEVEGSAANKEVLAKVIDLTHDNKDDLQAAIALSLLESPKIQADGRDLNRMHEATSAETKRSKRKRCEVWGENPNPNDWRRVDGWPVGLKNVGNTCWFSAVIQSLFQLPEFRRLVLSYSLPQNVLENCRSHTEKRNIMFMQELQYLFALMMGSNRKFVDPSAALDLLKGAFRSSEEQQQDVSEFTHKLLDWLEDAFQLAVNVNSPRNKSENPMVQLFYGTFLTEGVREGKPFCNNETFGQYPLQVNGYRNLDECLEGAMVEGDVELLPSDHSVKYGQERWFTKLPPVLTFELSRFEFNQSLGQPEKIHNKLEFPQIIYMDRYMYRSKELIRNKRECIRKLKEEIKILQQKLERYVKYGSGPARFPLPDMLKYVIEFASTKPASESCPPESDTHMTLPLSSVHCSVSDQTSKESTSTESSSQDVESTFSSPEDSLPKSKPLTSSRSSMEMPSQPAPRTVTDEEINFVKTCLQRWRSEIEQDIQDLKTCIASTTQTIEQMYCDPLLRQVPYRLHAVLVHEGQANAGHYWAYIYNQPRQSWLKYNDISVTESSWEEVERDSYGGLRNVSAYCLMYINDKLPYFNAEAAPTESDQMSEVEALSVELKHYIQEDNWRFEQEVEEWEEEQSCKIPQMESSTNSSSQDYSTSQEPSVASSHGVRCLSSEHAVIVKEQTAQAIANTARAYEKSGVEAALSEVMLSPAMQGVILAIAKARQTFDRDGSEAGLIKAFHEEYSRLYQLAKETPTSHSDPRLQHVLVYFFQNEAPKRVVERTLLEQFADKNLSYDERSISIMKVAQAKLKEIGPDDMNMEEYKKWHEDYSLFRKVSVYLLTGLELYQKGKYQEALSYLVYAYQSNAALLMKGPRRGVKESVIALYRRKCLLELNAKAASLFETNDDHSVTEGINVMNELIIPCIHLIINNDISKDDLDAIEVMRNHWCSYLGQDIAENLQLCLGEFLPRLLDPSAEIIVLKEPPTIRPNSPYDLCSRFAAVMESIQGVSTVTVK
# USP7 block: inhibitors of human USP7 deubiquitinase; purified USP7, Ub-rhodamine cleavage fluorescence; inhibition, % at 20 µM; hit rate 0.3% among 47,000
# USP10 block: blocks human USP10 ubiquitin-rhodamine cleavage | Q14694 | purified USP10, Ub-rhodamine fluorescence, 60 min | inhibition, % at 20 µM | hit rate 1.1% among 47,000
# USP8 inh: human USP8 deubiquitinase inhibition | purified USP8, Ub-rhodamine cleavage fluorescence, 30 min | inhibition, % at 20 µM | hit rate 4.2% among 47,000
# USP17 inh: human USP17-like deubiquitinase inhibition; A8MUK1; hit rate 6.5% among 47,000; purified USP17, Ub-rhodamine cleavage fluorescence, 3 h; inhibition, % at 50 µM
# OTUD3 inh: blocks human OTUD3 ubiquitin-rhodamine cleavage. purified OTUD3, Ub-rhodamine fluorescence, 2 h. inhibition, % at 25 µM. hit rate 0.7% among 47,000. AID 1645858
# USP30 block: inhibitors of human USP30 deubiquitinase. purified USP30, Ub-rhodamine cleavage fluorescence. hit rate 5.3% among 47,000. inhibition, % at 25 µM. AID 1645860
# UCHL1 inh: inhibitors of human UCHL1 deubiquitinase | P09936 | purified UCHL1, Ub-rhodamine cleavage fluorescence | inhibition, % at 20 µM | hit rate 0.2% among 47,000 | AID 1645859
# The depositor's hits bear a star; i = inactive; x = no result given. No stated cut-off is given here; in the data, active means inhibition above about 30%; inactive means the rest.
SMILES,USP28 inh,USP7 block,USP10 block,USP8 inh,USP17 inh,OTUD3 inh,USP30 block,UCHL1 inh
Cc1nc(C(C)C)ncc1C(=O)NCc1ccc2c(c1)OCO2,-18,0,-2,-69,-16,-12,-20,0
Cc1ccccc1S(=O)(=O)NCc1nc2cccnc2n1C1CC1,7,9,-4,0,-4,-1,-21,4
Cc1cccc(C)c1NC(=O)Cn1c(=O)n(CCCCC(=O)NCc2ccc3c(c2)OCO3)c(=O)c2ccccc21,32*,17,54*,69*,33*,18,67*,4
C[C@H]1O[C@H](O[C@H]2CC[C@H](n3ccc(NC(=O)c4ccc(NC(=O)[C@@](C)(N)CO)cc4)nc3=O)O[C@@H]2C)[C@H](O)[C@@H](O)[C@@H]1N(C)C,-5,-1,0,2,-14,4,-2,0
COc1ccc2[nH]cc(S(=O)(=O)c3ccc(C#N)cc3)c(=O)c2c1,14,4,4,2,31*,6,19,2
Cc1ccc(-n2cc(C(=O)O)c(=O)cc2C)c(C)c1,0,1,-2,1,0,7,-6,1
COc1ccc(NC(=O)C2CC(=O)Nc3c(-c4ccc(Cl)cc4)cnn32)c(OC)c1 (stereo not given),-6,-3,4,1,60*,0,-1,-2
CN(c1ccc(F)cc1)c1ccc2ccc(C(=O)N3CCCC(O)C3)cn12 (stereo not given),-12,-8,-11,-127,-16,-18,-49,-3
CCc1nnsc1C(=O)N1CCCC1c1cc(NC)nc(C)n1 (stereo not given),-14,0,1,-7,-11,-3,-8,-18
CCC(C)C(NC(=O)C(CCC(N)=O)NC(=O)C(C)(C)NC(C)=O)C(=O)NC(C(=O)NC(C)(C)C(=O)N1CCCC1C(=O)NC(CC(C)C)C(=O)NC(CC(C)C)C(=O)NC(C)(C)C(=O)N1CCCC1C(=O)NC(CO)CC(C)C)C(C)CC (stereo not given),0,-23,10,30,3,4,-35,13
Cc1ccc(-c2cc(C(=O)NCc3ccncc3)[nH]n2)c(O)c1C,x,5,1,3,12,4,x,4
COc1cccc(CNC(=O)[C@H](C)NC(=O)N2CCn3c2nc2ccccc23)c1,-7,-3,-4,-1,-22,-10,-1,-2
COc1ccc(S(=O)(=O)N2CCOC(c3cnccn3)C2)cc1 (stereo not given),-6,-3,-1,-1,-10,-2,-22,-3
COc1ccc(C(=O)Nc2ccc(CN3CCOCC3)cc2)cc1[N+](=O)[O-],27,-10,0,-125,-35,-4,-7,0
NC(=O)C1=C[C@H]2C3C=C[C@@]2(O)C(=O)OC3O1,-1,-1,2,5,1,-8,0,-1
NS(=O)(=O)c1cc(C(=O)OCC(=O)c2ccc3c(c2)OCCO3)ccc1Cl,70*,-80,0,-7,-28,-6,-12,3
CC(=O)c1cc2c(cc1NC(=O)COc1ncnc3scc(-c4ccc(C)cc4)c13)OCO2,-18,-2,-6,-5,-11,-4,-56,-3
Cc1ccn2c(NC(=O)c3cccc(S(C)(=O)=O)c3)c(-c3ccccc3)nc2c1,-16,-7,-2,-25,-20,-12,-32,-6
O=C(COc1ccccc1)N1CCC2(CC1)NC(=O)N(Cc1ccc(F)cc1)C2=O,-6,-6,-3,-5,x,-3,-10,0
C=CCNc1ncnc2c1sc1nc(N3CCOCC3)c3c(c12)CC(C)(C)OC3,-9,1,3,1,-9,-4,-8,4

# 11 structures out of the list, ordered by SMILES length, lowest first:
SMILES,USP28 inh,USP7 block,USP10 block,USP8 inh,USP17 inh,OTUD3 inh,USP30 block,UCHL1 inh
CCc1nnsc1C(=O)N1CCCC1c1cc(NC)nc(C)n1 (stereo not given),-14,0,1,-7,-11,-3,-8,-18
Cc1nc(C(C)C)ncc1C(=O)NCc1ccc2c(c1)OCO2,-18,0,-2,-69,-16,-12,-20,0
COc1ccc(S(=O)(=O)N2CCOC(c3cnccn3)C2)cc1 (stereo not given),-6,-3,-1,-1,-10,-2,-22,-3
NC(=O)C1=C[C@H]2C3C=C[C@@]2(O)C(=O)OC3O1,-1,-1,2,5,1,-8,0,-1
Cc1ccc(-c2cc(C(=O)NCc3ccncc3)[nH]n2)c(O)c1C,x,5,1,3,12,4,x,4
COc1ccc2[nH]cc(S(=O)(=O)c3ccc(C#N)cc3)c(=O)c2c1,14,4,4,2,31*,6,19,2
COc1ccc(C(=O)Nc2ccc(CN3CCOCC3)cc2)cc1[N+](=O)[O-],27,-10,0,-125,-35,-4,-7,0
NS(=O)(=O)c1cc(C(=O)OCC(=O)c2ccc3c(c2)OCCO3)ccc1Cl,70*,-80,0,-7,-28,-6,-12,3
COc1cccc(CNC(=O)[C@H](C)NC(=O)N2CCn3c2nc2ccccc23)c1,-7,-3,-4,-1,-22,-10,-1,-2
Cc1ccn2c(NC(=O)c3cccc(S(C)(=O)=O)c3)c(-c3ccccc3)nc2c1,-16,-7,-2,-25,-20,-12,-32,-6
C[C@H]1O[C@H](O[C@H]2CC[C@H](n3ccc(NC(=O)c4ccc(NC(=O)[C@@](C)(N)CO)cc4)nc3=O)O[C@@H]2C)[C@H](O)[C@@H](O)[C@@H]1N(C)C,-5,-1,0,2,-14,4,-2,0

# Further results follow.
SMILES,USP28 inh,USP7 block,USP10 block,USP8 inh,USP17 inh,OTUD3 inh,USP30 block,UCHL1 inh
CCN(CC)c1ccc(-c2noc(CN3CCCCC3C)n2)cn1 (stereo not given),-28,-7,-11,3,-38,-18,-95,0
COc1ccc(-c2cn3c(n2)sc2cc(C(=O)N(C)Cc4ccccc4)ccc23)cc1,7,2,-1,6,4,-1,13,2
O=C(COc1ncnc2scc(-c3ccccc3)c12)c1ccc2c(c1)OCCO2,-54,-14,-12,-29,-20,-24,-188,-16
COCCCN1C(=O)C(CC(=O)Nc2ccc3c(c2)OCCO3)n2c1nc1ccccc12 (stereo not given),1,1,-1,18,18,9,8,2
COc1cccc(CNC(=O)c2nc3c(s2)CCNCC3)c1,7,-5,-6,54*,34*,-3,-9,-3
O=C(N[C@H]1[C@H](O)[C@H](O)C[C@@H]1c1ccccc1)c1ccc2c(c1)OCCO2,-14,0,0,3,-21,-4,-27,-4
COc1ccc(S(=O)(=O)N2CC[C@@H]3[C@H]2C(=O)N(C)[C@@H](C)C(=O)N3C)cc1,-6,-5,0,6,3,-3,2,-6
CCC(NC(=O)c1ccccc1F)c1ccc2c(c1)OCCO2 (stereo not given),8,3,4,7,5,4,11,2
CCc1cc2c(cc3n2CC(C)(C(=O)NC2CCCCC2)N(CCOC)C3=O)s1 (stereo not given),4,-9,-2,-1,-1,9,0,2
CCc1cccc(N2CC(C(=O)N3CCN(c4ccccc4)CC3)CC2=O)c1 (stereo not given),8,5,-1,12,8,17,11,3
COc1ccc(C2c3[nH]c4ccccc4c3C[C@@H]3C(=O)N(Cc4ccccc4)CC(=O)N23)cc1OC (stereo not given in full),-64,x,-3,-24,-70,-48,-238,-2
Cc1noc(-c2csc(C(=O)NCc3ccccc3F)n2)n1,0,0,-1,2,0,-4,-7,0
CCOc1ccccc1C(=O)NCC(=O)N1CCN(c2ccccn2)CC1,-4,0,0,-3,-2,-5,-2,-1
COc1cccc(NC(=O)[C@H](NC(=O)[C@@H]2Cc3ccccc3CN2)c2ccccc2)c1,-37,0,0,-2,-5,-34,-146,2
Cc1ccc(-c2nnc(Cn3c(SCC(=O)O)nc4ccccc43)o2)cc1,28,0,13,-3,0,0,-40,-1
O=C(Cc1cccc(C(F)(F)F)c1)Nc1cccn2ncnc12,15,0,2,2,-4,5,6,2
Cc1nc(-c2cc(S(=O)(=O)N3CCN(C)CC3)cn2C)sc1C(=O)N1CCCC1,6,3,3,10,3,6,14,1
COc1ccc(-c2nn(-c3ccccc3)cc2C(=O)OC(C(=O)Nc2cccc(OC)c2)c2ccccc2)cc1 (stereo not given),-13,0,-5,1,0,-27,-61,0
CC(=O)c1ccc(NC(=O)CCn2c(=O)c3cccn3c3ccccc32)cc1,-1,6,22,29,43*,-21,-245,-2
O=C(NCc1ccc(Cl)cc1)c1csc(C(=O)NC2CC2)n1,4,-5,1,-8,-4,-4,1,-3
CCCCC/C=C/C/C=C/CCCCCCCC(=O)N[C@@H]1C[C@@H](O)[C@@H](O)NC(=O)[C@@H]2[C@H](O)[C@@H](C)CN2C(=O)[C@@H]([C@@H](C)O)NC(=O)[C@H]([C@H](O)[C@@H](O)c2ccc(O)cc2)NC(=O)[C@@H]2C[C@@H](O)CN2C(=O)[C@H]([C@@H](C)O)NC1=O,-8,3,-8,-5,-9,-15,-22,0
CC(C)(C)c1cc(C(=O)N2CCC(O)(CN3CCCC3)C2)n[nH]1 (stereo not given),3,4,1,18,14,6,18,2
COc1ccc(CC(=O)N2CCN=C2SCc2cccc([N+](=O)[O-])c2)cc1OC,-2,0,2,-122,-12,-1,13,-2
COc1ccc(-c2cc(C(=O)NCC(c3ccc(C)cc3)N3CCCC3)no2)cc1 (stereo not given),-27,-4,-10,-1,-31,-25,-99,-9
COc1cc2c(c(OC)c1OC)-c1ccc(NCc3ccc(F)cc3)c(=O)cc1[C@@H](NC(C)=O)CC2,-27,-1,-3,-62,-39,-21,-123,-1
CCN(CC)C(=O)Cn1cc(C(=O)C(=O)N2CCCC(C)C2)c2ccccc21 (stereo not given),16,7,4,23,x,14,24,2
Cc1c(-c2nc(-c3ccccc3Cl)no2)nnn1-c1cccc(F)c1,27,8,38*,28,36*,24,62*,3
CNC(=O)C1CN(C(=O)c2ccccc2C)CC12CCCC2 (stereo not given),8,0,0,13,3,9,9,1
COc1cccc(NC(=O)Nc2nccn(-c3ccccc3)c2=O)c1,0,-3,1,5,11,-3,39*,-2
O=S(=O)(Cc1ccc(Cl)cc1)c1ncn[nH]1,-4,-45,3,-1,-21,-2,-14,0
CC(C(=O)O)C(=O)O,-8,3,3,0,-2,0,-2,1
Cc1ccoc1C(=O)N1C[C@H](OCc2ccncc2)[C@H]2OCCC[C@H]21,4,4,-2,-5,-5,10,5,0
O=C1C/C(=C\c2cccc(Cl)c2)Cc2ccccc21,54*,10,15,34*,26,27,39*,11
O=C(NCC(c1ccccc1)c1c[nH]c2ccccc12)c1cc2ccccc2o1 (stereo not given),0,-4,2,0,10,-1,13,6
Cc1c(C(=O)NCc2ccccc2)nnn1-c1cccc2c1CCN(C)C2,-5,-1,-3,-22,-17,0,-18,-1
COc1ccccc1C1(c2nnc(-c3ccc(F)cc3)o2)CCOCC1,11,-10,0,12,9,3,5,4
CN(C)C(=O)c1ccc(-c2ccc(N3CCCCCC3)nc2)cc1,29,-18,0,0,1,1,17,1
COc1ccccc1C(=O)N1CCC[C@H](Cn2nnc(-c3cccnc3)n2)C1,7,4,1,7,0,10,5,2
COc1ccc(C(=O)NCC(=O)N2CCCc3ccccc32)cc1,4,0,0,2,3,8,8,0
C=CC[C@H]1OC(=O)CCNC(=O)[C@H](C)N(C)C(=O)[C@H](C(C)CC)N(C)C(=O)[C@H]([C@@H](C)CC)NC(=O)[C@@H]2[C@@H](C)CCN2C1=O (stereo not given in full),-219,-76,-13,-337,-214,-156,i,-70
CCn1c(C)nc2cc(S(=O)(=O)N3CCOCC3)ccc21,-13,-3,-3,-8,-19,-13,-31,-5
c1ccc(-c2nccc(-c3ccc(-n4cncn4)cc3)n2)nc1,12,3,1,-146,-12,11,23,3
COc1ccccc1CNC(=O)c1cc(N(C)C)n2nccc2n1,-4,x,-2,-2,-44,0,-13,1
C=C(C)CSc1nc2sc3c(c2c(=O)n1CCc1ccccc1)CCN(C)C3,-47,-12,-13,-22,-53,-39,-285,-17
O=S(=O)(NCCn1cnc2ccccc21)c1ccc(Br)cc1,3,6,-5,-98,4,8,-5,1
Cn1cncc1CN1CCC2(CC1)CN(c1cccnc1)c1ccccc12,4,5,5,-44,-20,6,-13,5
Cc1ccc(NC(=O)CC2Nc3ccccc3NC2=O)cc1[N+](=O)[O-] (stereo not given),14,12,0,66*,41*,22,49*,0
O=C(NCc1nnc2ccccn12)c1sc2ccccc2c1Cl,11,0,-2,2,4,6,12,2
O=C(CSc1nc2cc(S(=O)(=O)Nc3ccccc3Cl)ccc2o1)Nc1ccc(N2CCOCC2)cc1,23,6,26,9,x,22,53*,5
Cc1nc2nc3c(cn2n1)C(=O)CC(c1ccco1)C3 (stereo not given),-3,-135,-6,-13,13,-2,-145,-153
COc1ccccc1CNC(=O)Cn1c(=O)[nH]c2c(-c3ccccc3)c[nH]c2c1=O,-6,6,-4,-13,44*,-23,-110,-5
CCCn1ncc2c(C(=O)O)cc(C3CC3)nc21,3,-1,-2,-6,6,5,0,-1
CC(C)C(NC(=O)c1ccccc1Cl)C(=O)OCC(=O)c1c[nH]c2ccccc12 (stereo not given),-5,-1,-10,15,13,-3,-34,-2
O=C1CC(C(=O)N2CCC(c3ccc(Nc4ncccn4)cn3)CC2)c2ccccc2N1 (stereo not given),-7,1,0,-3,-5,-8,-9,-2

# Assay outcomes deposited in PubChem by Dana-Farber Cancer Institute and Novartis Institutes for BioMedical Research (Cambridge, Mass).
